APP 5'UTR act – activators of APP 5'UTR luciferase reporter, primary screen, SH-SY5Y cells | SH-SY5Y APP 5'UTR luciferase reporter, luminescence; zero percent = DMSO vehicle wells | activation, % at 2 µM | 190,000 compounds, 1% hits | AID 1276, 2008;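 active means activation above a set limit, based on mean plus 3 SD of controls, cut at about 140% in these data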; further: values of inactives mirror those of a sister screen read the other way
TNAP act hi DEA – TNAP activators at high phosphate acceptor level, primary screen, biochemical, luminescence, uHTS; 200,000 tested, under 10 active; purified TNAP, CDP-star luminescence, 1 M DEA, 30 min; active compounds read high; 0 = EDTA background, 1 = DMSO-only activity; activation factor at 20 µM; Alkaline phosphatase, tissue-nonspecific isozyme (Homo sapiens), P05186;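 active means activation factor at least 2 at 20 µM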
Target sequence (P05186 whole entry, looked up): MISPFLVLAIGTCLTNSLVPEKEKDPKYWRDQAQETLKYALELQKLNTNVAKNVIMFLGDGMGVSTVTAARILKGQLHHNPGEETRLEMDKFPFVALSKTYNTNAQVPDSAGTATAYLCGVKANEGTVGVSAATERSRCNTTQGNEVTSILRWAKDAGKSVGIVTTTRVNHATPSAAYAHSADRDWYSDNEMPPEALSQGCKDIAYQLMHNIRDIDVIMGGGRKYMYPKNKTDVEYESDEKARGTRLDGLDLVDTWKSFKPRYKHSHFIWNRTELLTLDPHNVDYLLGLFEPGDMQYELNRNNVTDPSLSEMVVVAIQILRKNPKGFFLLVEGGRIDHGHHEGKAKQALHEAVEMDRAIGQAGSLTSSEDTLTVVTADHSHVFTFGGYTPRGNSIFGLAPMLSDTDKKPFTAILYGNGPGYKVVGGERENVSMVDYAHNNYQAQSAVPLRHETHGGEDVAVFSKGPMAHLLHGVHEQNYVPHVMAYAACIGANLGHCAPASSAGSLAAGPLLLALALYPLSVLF
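system = human TNAP | amount = enzyme diluted 1/800 final | reagent = 100 µM CDP-star substrate | signal = luminescent substrate turnover signal | dosing = one dose, 20 µM | benchmarks = EDTA negative control, DMSO positive control | measure = activation factor | timing = 30 min reaction, room temperature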
TNAP inh noacc – human TNAP enzyme inhibitors, primary screen, biochemical, luminescent, no phosphate acceptor, uHTS; Alkaline phosphatase, tissue-nonspecific isozyme (Homo sapiens), P05186; purified TNAP, CDP-star luminescence, 30 min; inhibition, % at 20 µM; 200,000 compounds, 0.26% hits;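 active means tissue-nonspecific alkaline phosphatase inhibition above about 50% at 20 µM in the single-dose screen, limit read from the data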;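 further: 0% = DMSO negative control and 100% = EDTA positive control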
NF-kB expr up – activators of NF-kB expression in neurons, primary screen, cell-based, HTS | human neuronal cells, NF-kB reporter expression; active compounds read high | 190,000 compounds, 1.6% hits | AID 1239, 2008 | fold change at 12.5 µM; in the data active means fold change above about 3.3
FLuc stim CS – FLuc activators, initial screening, artefact control for FLuc-dependent activation tests, biochemical, ATPlite luminescence. 200,000 tested, under 10 active. ATPlite luciferase biochemical, 10 min; 0 = ATP-free wells, 1 = DMSO control. activation factor at 10 µM. Luciferin 4-monooxygenase (Photinus pyralis), P08659;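 active means luciferase activation factor, scaled between plate controls, of at least 2 with compound at 10 µM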
Target sequence (P08659 whole entry, looked up): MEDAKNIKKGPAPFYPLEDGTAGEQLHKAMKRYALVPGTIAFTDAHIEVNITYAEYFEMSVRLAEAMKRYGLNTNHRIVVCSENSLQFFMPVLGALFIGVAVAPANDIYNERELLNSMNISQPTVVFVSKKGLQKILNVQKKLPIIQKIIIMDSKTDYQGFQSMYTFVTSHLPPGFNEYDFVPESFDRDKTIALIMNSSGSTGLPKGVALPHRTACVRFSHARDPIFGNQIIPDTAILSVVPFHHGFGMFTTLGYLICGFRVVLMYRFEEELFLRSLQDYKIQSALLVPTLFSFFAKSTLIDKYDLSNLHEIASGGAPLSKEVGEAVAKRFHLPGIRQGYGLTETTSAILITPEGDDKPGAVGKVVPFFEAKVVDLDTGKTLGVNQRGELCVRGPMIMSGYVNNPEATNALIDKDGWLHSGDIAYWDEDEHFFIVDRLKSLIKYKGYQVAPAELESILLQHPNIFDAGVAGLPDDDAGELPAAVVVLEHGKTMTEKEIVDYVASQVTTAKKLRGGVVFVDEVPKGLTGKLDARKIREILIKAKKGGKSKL
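Material: luciferase plus luciferin reagent, cell-free. Medium: PBS buffer for ATP. Also added: ATP substrate, dispensed from a 10.24 µM working solution in PBS. Doses: test compounds dosed from 2 mM stocks in 100% DMSO. Incubation: 10 min post-reagent at room temperature. Technique: light output (luminescence). Read-out basis: luminescence gain marking luciferase activators.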
bIAP act – bovine intestinal alkaline phosphatase activators, primary screen, biochemical, bovine IAP, CDP-star luminescence; activation factor at 20 µM; 200,000 compounds, 0.17% hits; purified bovine IAP, 30 min; active compounds read high; fold of DMSO-control signal, blank-subtracted; alkaline phosphatase, intestinal [Bos taurus]; AID 1016, 2008;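 active means activation factor of 2 or more at 20 µM, a signal rise over negative controls twice the positive control's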
TNAP inh hiacc – human TNAP enzyme inhibitors, primary screen, biochemical, luminescent, high phosphate acceptor level, uHTS; inhibition, % at 20 µM; purified TNAP, CDP-star luminescence, 1 M DEA; AID 1135, 2008; 200,000 compounds, 0.03% hits; Alkaline phosphatase, tissue-nonspecific isozyme (Homo sapiens), P05186;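 active means over 50% inhibition of tissue-nonspecific alkaline phosphatase at 20 µM in the single-dose screen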;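 further: plate controls were DMSO wells for no effect and EDTA-quenched wells as full inhibition for full effect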
PMI act satM6P – human PMI activators, high substrate, primary screen, biochemical, fluorescence intensity, near-saturating mannose 6-phosphate | Mannose-6-phosphate isomerase (Homo sapiens), P34949 | coupled PMI enzyme assay, resazurin fluorescence, 20 min; active compounds read high; 1 = untreated enzyme, 0 = substrate-free blank | activation factor at 20 µM | 190,000 compounds, 0.34% hits | AID 1216, 2008;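 active means activation factor of 2 or more at 20 µM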
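Material: human phosphomannose isomerase with PGI, G6PDH, diaphorase coupling enzymes / Reagent: Man-6-P substrate 1.0 mM / Dosing: single compound dose of 20 µM, 1% DMSO final / Incubation: enzyme reaction with compound 20 min at room temperature / Signal: resorufin fluorescence (Ex 544/Em 590 nm) from resazurin via diaphorase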
FLuc inhib CS – firefly luciferase enzyme inhibitors, primary screen, artefact control for luciferase-based inhibitor screens, biochemical, luminescence, ATPLite. Luciferin 4-monooxygenase (Photinus pyralis), P08659. 10 min. 200,000 compounds, 1.5% hits. inhibition, % at 10 µM;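 active means inhibition above about 50% when tested at 10 µM, limit read from the data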
PMI act – activators of human PMI, primary screen, biochemical, fluorescence intensity, near-Km mannose 6-phosphate; purified human PMI, coupled resazurin fluorescence, 20 min; active compounds read high; 1 = vehicle control, 0 substrate-free wells; activation factor at 20 µM; 190,000 compounds, 0.005% hits;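 active means activation factor of 2 or more at 20 µM, relative to plate controls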
* = called active by the depositor; x = not tested or not shown.

SMILES	APP 5'UTR act	TNAP act hi DEA	TNAP inh noacc	NF-kB expr up	FLuc stim CS	bIAP act	TNAP inh hiacc	PMI act satM6P	FLuc inhib CS	PMI act
CC(N=C1CC(C)(C)CC(=O)/C1=C(/O)CCCN1C(=O)c2ccccc2C1=O)C(=O)O (stereo not given)	5	1	-5	0.84	1	1	2	1	2	1.1
c1ccc(CSc2ccc3nnc(-c4cccnc4)n3n2)cc1	-1	1	-29	1	1.1	1	1	1	-6	1
COC(=O)/C(=C/Nc1ccc(O)cc1)[N+](=O)[O-]	-10	1	-9	2.5	1	0.9	2	0.9	-4	0.8
CCOC(=O)c1[nH]c2ccc(Cl)cc2c1NC(=O)c1nonc1C	-2	1.1	-6	1.1	1.1	1	-5	0.9	-8	0.6
COc1ccc(CNC(=O)C/C(C)=N/NC(=O)COc2cccc(C)c2)cc1	-1	1	5	x	1.1	1.1	-2	1	-5	1.1
O=C(Oc1cccc2cccnc12)c1ccc(N2C(=O)C3C4CCC(C4)C3C2=O)cc1 (stereo not given)	6	1	-9	1.1	1	1	-2	0.5	3	0.8
COc1ccc(CN=Cc2[nH]c3ccc(Br)c(Cl)c3c2O)cc1	17	1	18	1.3	1.1	0.7	5	1	-8	0.9
O=C(OCCN1CCOCC1)c1ccc2c(c1)OCCO2	20	1.1	-7	1.5	1	0.9	-9	1.1	-3	1.1
COCc1nc2ccccc2n1Cc1ccc(Br)cc1	9	1	-9	1.6	1	1.1	-3	1	3	1
O=C(CCl)N(c1ccccc1)C1CCCCC1	-1	1	-4	0.14	1	1.2	-5	1.2	1	1.3
CCOC(=O)C1=C(CSCC(=O)OC)NC(=O)NC1c1cc(C)ccc1C (stereo not given)	4	1	-14	1	1	0.9	-5	1.1	-4	0.9
Cc1cc(NC(=O)CSc2cc(Cl)ccc2Cl)n(-c2ccccc2)n1	7	1	-128	0.78	1	0.8	-3	1	-1	1
O=c1cc(O)c2ccc(O)cc2o1	1	1.1	-8	0.89	1	1	-8	0.9	-2	1
O=C(Nc1ccccc1N1CCOCC1)c1ccc(Br)o1	-15	1.1	-13	0.97	1	1	-10	1.1	1	1
O=C(NNC(=O)c1ccccc1[N+](=O)[O-])c1ccccc1[N+](=O)[O-]	-4	1	-8	1.1	1	1.1	-2	1	-5	0.8
CC(C)c1nnc(NC(=O)Cc2cccs2)s1	17	1	-11	1.2	1	0.9	-4	1	-3	1
COC(=O)c1ccccc1OCCOc1ccccc1C(=O)OC	-3	1	-5	1.2	1.1	1	-4	1	-11	1
CC1C2NC(=O)N(Cc3ccccc3)C1(C)Oc1ccccc12 (stereo not given)	-2	1	6	1.1	1.1	1	-3	1.1	-5	1.1
CC(=O)N1C(C(=O)O)CSC1c1ccc(C)cc1 (stereo not given)	10	1.1	-20	4.2*	1	0.9	-5	0.8	-1	1
CCCCOc1ccc(C(=O)NCc2ccco2)cc1	4	1	-4	1.2	1	0.9	1	1	4	0.9
COC(=O)COc1ccc(S(=O)(=O)Nc2cc(OC)ccc2OC)cc1	2	1.1	-4	0.98	1.1	1	-9	1	-14	1
Cc1cc(=O)n2nc(N3CCC(C(=O)NCCc4ccccc4)CC3)sc2n1	-9	1	-8	0.97	1	1.1	-1	1.1	0	1
CC(C)(C)c1ccc(OCC(=O)NN2Cc3ccccc3C2=N)cc1	9	1.1	-6	1.3	1	1.1	-6	1.7	4	1.6
NS(=O)(=O)c1ccc(NC(=S)NC(=O)c2ccc(-c3ccccc3)cc2)cc1	-8	1	-4	1	1	1.2	4	1	-2	0.9
CCOC(=O)NCN1C(=O)C2C3C=CC(C3)C2C1=O (stereo not given)	0	1	0	0.95	1	1	0	1	0	1
Cc1cc(C)nc(NC(=O)c2c(-c3ccccc3Cl)noc2C)c1	-8	1	-6	1.9	1.1	0.5	-4	1	-6	1
CC(=O)C(=Cc1ccc(C(=O)O)cc1)C(C)=O	6	1	-5	0.98	1	1	-2	1	-2	1.1
c1ccc(-c2nnc(SCc3nc4ccccc4[nH]3)n2Cc2ccco2)cc1	5	1	-10	0.81	1	1.2	-2	1	-3	1
O=C(CN1CCN(c2cccc(Cl)c2)CC1)N1CCCC1	-13	1	-7	1.1	1	1	1	1	-1	0.9
CS(=O)(=O)c1ccc(Cl)c(NC(=O)C2CC(=O)N(Cc3ccccc3)C2)c1 (stereo not given)	3	1	-1	1.1	1	0.9	0	0.9	-4	0.9
Cc1ccc(S(=O)(=O)N2CCOCC2)cc1C(=O)Nc1cccc(S(=O)(=O)N2CCCC2)c1	-6	1	-10	0.98	1	1	-4	0.9	-4	0.9
CCOc1ccc(NCc2cc3c(C(C)(C)C)nn(-c4ccccc4)c3[nH]c2=O)cc1	x	1	-11	1.2	1.1	1	-5	0.9	-6	0.9
CCS(=O)(=O)N1CCC(NC(=O)c2cc(OC)cc(OC)c2)CC1	5	1	-20	0.93	1	1	-4	1.1	-1	1
COc1cc(C2CC(=O)c3c([nH]c(C(=O)OCCOC(C)C)c3C)C2)cc(OC)c1OC (stereo not given)	-22	1	-6	0.53	1.1	0.9	-4	0.8	-7	0.8
CN(C)/C=C(\C#N)C(=O)N/N=C/c1ccc(F)cc1	-14	1	-5	1.2	1	0.9	-2	1.1	2	1.1
CCC(=O)NC(=S)Nc1ccc(NC(=O)COc2ccc([N+](=O)[O-])cc2)cc1	9	1	-4	1	1.1	0.9	-4	1	-10	0.9
NC(=O)c1ccccc1NS(=O)(=O)Cc1ccccc1	10	1.1	-14	1.4	1	0.9	-7	1	-3	0.9
CCOC(=O)c1c(C)[nH]c(C)c1C(=O)CSc1nnc(N)s1	-1	1	0	1.3	1.1	1	-3	1	-8	1.1
CCc1sc(-c2c(C#N)c(N)nc3c2CCCCCC3)cc1[N+](=O)[O-]	4	1	10	1	1.1	0.9	-4	1	-11	1.1
COCCN=C1NN=C(c2ccc(NC(C)=O)cc2)CS1	12	1	-6	x	1	1.1	-2	0.8	-1	0.7

Whole records, quoted from the list. Screens in order: APP 5'UTR act	TNAP act hi DEA	TNAP inh noacc	NF-kB expr up	FLuc stim CS	bIAP act	TNAP inh hiacc	PMI act satM6P	FLuc inhib CS	PMI act
CN(C)/C=C(\C#N)C(=O)N/N=C/c1ccc(F)cc1 as listed: -14	1	-5	1.2	1	0.9	-2	1.1	2	1.1
COc1cc(C2CC(=O)c3c([nH]c(C(=O)OCCOC(C)C)c3C)C2)cc(OC)c1OC (stereo not given) as listed: -22	1	-6	0.53	1.1	0.9	-4	0.8	-7	0.8

Other results follow:
SMILES	APP 5'UTR act	TNAP act hi DEA	TNAP inh noacc	NF-kB expr up	FLuc stim CS	bIAP act	TNAP inh hiacc	PMI act satM6P	FLuc inhib CS	PMI act
O=C(CNS(=O)(=O)c1ccc(F)cc1)N1CCN(c2ccc(F)cc2)CC1	9	1	0	0.99	1.1	0.8	0	0.9	-6	0.9
Cc1ccc(-c2onc3ccc(C4OCCO4)cc23)cc1	-16	1	-7	1.2	0.6	1	-2	1	36	1
CSc1nnc([C@H](C)NC(=O)OC(C)(C)C)o1	2	1	-13	1.4	1	0.9	-4	1	-4	1
COc1ccc(C2CC(c3ccccc3)n3nnnc3N2)cc1 (stereo not given)	-5	1	-10	1.1	1	0.9	0	0.9	0	0.9
COc1cc(NC(=O)c2cccs2)c(C(=O)OCC(=O)NCc2ccco2)cc1OC	11	1	-8	1.1	1.1	0.9	0	1	-5	0.9
CC1(C)CC(=O)C(C=NCc2cccnc2)=C(O)C1	-4	1.1	-14	1.1	1	0.9	-6	1.1	0	1.1
Cc1ccc(NC(=O)Cn2c(-c3ccc(F)cc3)cnc2SCC(=O)Nc2c(C)cccc2C)cc1	-10	1	-19	1.1	1	0.8	-1	0.9	-4	0.9
CCCCN(CC)C(=O)c1n[nH]c(=O)c2ccccc12	13	1	-10	1.3	1.1	1	-2	1	-10	1
COC(=O)CCN(C(=O)c1ccc(N2CCCCC2)c([N+](=O)[O-])c1)c1ccccn1	13	1	3	1.2	1	0.9	4	1	-4	1
CCc1ccc(NC(=O)C(=O)NCCN2CCN(Cc3ccc([N+](=O)[O-])cc3)CC2)cc1	-3	1	-5	1.3	1.1	0.9	-4	1	-5	0.9
O=C(NNc1ccccc1Cl)C(O)(c1cccc(C(F)(F)F)c1)c1cccc(C(F)(F)F)c1	-22	1	-46	1.2	1.1	1	-2	1	-9	1.1
CCOC(=O)C1=C(C(C)=O)C(c2cccnc2)C(C#N)=C(N)O1 (stereo not given)	-3	1.1	-6	1	1.1	0.9	-7	1.1	-9	1
COc1cccc(C2=NOC(C(=O)Nc3cccnc3)C2)c1 (stereo not given)	-14	1	0	1	1.1	0.9	-4	1	-9	1.1
COc1cccc(CNC(=O)CSc2ccc(-c3ccncc3)nn2)c1	12	0.9	0	1.1	1.1	0.9	6	0.9	-8	1.1
O=C(Cc1c(F)cccc1Cl)Nc1nc2ccccc2s1	51	1	-14	1	1.1	0.9	-5	1.1	-7	1.2
CCC(=O)N(CCc1ccc(OC)c(OC)c1)Cc1cc2ccc(C)cc2n2nnnc12	-4	1	-6	1	1	1.2	0	0.9	-4	1
COC(=O)CCCC[C@H]1SC[C@H]2NC(=O)N[C@]21O	-2	1	-21	1.1	1	1	-1	1	-4	1
Cc1nc2ccccc2c(=O)[nH]1	-4	1.1	-13	1.2	1	0.9	-10	1	-4	1
CCOc1ccc(C(=O)CSc2nnc(N)s2)cc1	57	1.1	-5	1.5	0.9	0.8	-12	1.1	8	1.2
O=C(OC(C(=O)Nc1ccc(Cl)cc1C(F)(F)F)c1ccccc1)c1c(Cl)cccc1Cl (stereo not given)	-2	1	-18	1.1	1	1.3	2	0.9	-1	0.8
Cc1cc(C(=O)Nc2cnn(Cc3ccc(Cl)cc3Cl)c2)no1	12	1	-6	1	1	1	-2	1	0	1
O=S(=O)(CCc1nc2ccccc2s1)c1ccc2ccccc2c1	-11	1.1	-14	0.99	1	0.9	-10	1.2	0	1.1

Molecules listed so far with a tert-butyl group:
SMILES	APP 5'UTR act	TNAP act hi DEA	TNAP inh noacc	NF-kB expr up	FLuc stim CS	bIAP act	TNAP inh hiacc	PMI act satM6P	FLuc inhib CS	PMI act
CC(C)(C)c1ccc(OCC(=O)NN2Cc3ccccc3C2=N)cc1	9	1.1	-6	1.3	1	1.1	-6	1.7	4	1.6
CCOc1ccc(NCc2cc3c(C(C)(C)C)nn(-c4ccccc4)c3[nH]c2=O)cc1	x	1	-11	1.2	1.1	1	-5	0.9	-6	0.9
CSc1nnc([C@H](C)NC(=O)OC(C)(C)C)o1	2	1	-13	1.4	1	0.9	-4	1	-4	1
